# HUVEC inhibit: human endothelial cell proliferation inhibition. actives 1.1% (n = 86,000). HUVEC proliferation, CellTiter-Glo luminescence, 72 h; stronger effect = lower value. AID 648. viability, % at 10 µM (by protocol);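 active = viability at or below 30%; inactive = viability above 30%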;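 also: 100% = median luminescence of DMSO-only cell control wells on each plate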
# S1P2 antag: S1P2 (human) receptor antagonism. O95136. cell-based S1P2 antagonist assay, inhibition at 5 uM. inhibition, % at 5 µM. actives 0.21% (n = 97,000). AID 736; in the data active = inhibition above about 45%;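 also: CRE beta-lactamase reporter cells expressing human S1P2 stimulated with S1P; 0% = agonist at EC80 alone and 100% = agonist plus reference antagonist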
# Target sequence (O95136 whole entry, looked up): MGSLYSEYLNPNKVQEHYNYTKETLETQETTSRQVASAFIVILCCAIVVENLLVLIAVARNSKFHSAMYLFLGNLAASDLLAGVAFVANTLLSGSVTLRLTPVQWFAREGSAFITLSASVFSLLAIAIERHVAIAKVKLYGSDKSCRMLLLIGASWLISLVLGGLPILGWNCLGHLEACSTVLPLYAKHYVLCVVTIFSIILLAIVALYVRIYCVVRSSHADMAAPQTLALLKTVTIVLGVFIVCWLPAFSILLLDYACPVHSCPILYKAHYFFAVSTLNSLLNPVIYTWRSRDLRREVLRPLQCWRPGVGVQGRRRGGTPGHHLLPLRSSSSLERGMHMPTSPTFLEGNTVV
# H69AR inhibit: growth inhibitors of human H69AR lung tumor cells; H69AR lung tumor viability, ATP luminescence, 72 h; stronger effect = lower value; viability, % at 10 µM; actives 6% (n = 85,000); AID 598;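 active = viability at or below 40%; inactive = viability above 40%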;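 also: multidrug resistant small cell line overexpressing MRP-1 efflux transporter; 100% = mean luminescence of untreated control wells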
# S1P2 agonist: S1P2 (human) receptor agonism. O95136. S1P2-expressing cell line, agonist reporter read-out. activation, % at 4.5 µM. actives 0.46% (n = 97,000). AID 729; in the data active = activation above about 16%;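 also: 0% = vehicle low control and 100% = maximal reference agonist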
# PostGolgi ctrl: yeast control strain growth, post-Golgi counter-screen. efflux-deficient yeast background strain, growth absorbance A615, 16 h. inhibition, % at 10 µM. actives 5% (n = 98,000). AID 738
# Fibroblast inh: blocks proliferation of human lung fibroblasts; actives 1.1% (n = 85,000); LL 47 human lung fibroblast viability, ATP luminescence; stronger effect = lower value; viability, % at 10 µM;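 active = viability at or below 50% in the single dose screen; inactive = viability above 50%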;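 also: compound exposure lasted 72 h before the ATP readout; 100% = median luminescence of untreated cell-only wells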
#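 Assay system: human lung fibroblast line LL 47, low passage. Input: 1,150 fibroblasts seeded per well. Times: overnight cell rest, 72 h compound treatment at 37 °C. Evaluation: % viability of median cell-only signal. Technique: luminescent ATP detection, CellTiter-Glo. Control set: cell-only wells, no compound.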
# DAT uptake mod: changed human dopamine transporter uptake under cocaine IC80; Q01959; LLC-PK1 hDAT cells, [14C]-dopamine uptake with cocaine IC80; actives deviate in either direction; B-score at 10 µM; actives 1.3% (n = 110,000); AID 449768;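 active = Z score or B-score, a plate-position-corrected score, falls beyond the plate's 99.7% confidence bounds, in either direction; inactive = both scores lie inside the 99.7% bounds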;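 also: scored against the spread of the other compound wells on the same plate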
# Target sequence (Q01959 whole entry, looked up): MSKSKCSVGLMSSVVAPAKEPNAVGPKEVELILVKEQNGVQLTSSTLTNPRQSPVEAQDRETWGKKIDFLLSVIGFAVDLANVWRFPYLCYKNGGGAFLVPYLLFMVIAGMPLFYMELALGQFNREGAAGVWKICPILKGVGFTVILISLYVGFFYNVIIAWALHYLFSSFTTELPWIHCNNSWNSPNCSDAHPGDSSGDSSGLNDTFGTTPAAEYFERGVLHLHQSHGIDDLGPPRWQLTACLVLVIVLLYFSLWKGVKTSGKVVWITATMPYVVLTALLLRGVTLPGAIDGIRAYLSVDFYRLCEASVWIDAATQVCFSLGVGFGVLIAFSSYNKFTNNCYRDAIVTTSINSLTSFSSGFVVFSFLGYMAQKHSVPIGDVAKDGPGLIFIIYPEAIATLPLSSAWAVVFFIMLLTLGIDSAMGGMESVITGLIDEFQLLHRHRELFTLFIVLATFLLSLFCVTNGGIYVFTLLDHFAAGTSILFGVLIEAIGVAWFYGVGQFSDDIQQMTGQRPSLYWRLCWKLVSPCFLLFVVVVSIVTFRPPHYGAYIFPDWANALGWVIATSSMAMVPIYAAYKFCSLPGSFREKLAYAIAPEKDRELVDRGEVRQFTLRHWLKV
# Ecoli WT expand: E. coli BW25113 growth inhibition, expanded screen; OD600 absorbance; growth inhibition, % at 100 µM; actives 0.15% (n = 98,000); AID 710;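 active = growth inhibition above about 50% at one test dose, limit read from the data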;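 also: growth measured after 20 h incubation at 37 °C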
# PostGolgi yeast: growth inhibition of a yeast mutant, post-Golgi transport screen. inhibition, % at 10 µM. post-Golgi transport phenotypic cell assay. AID 739. actives 0.9% (n = 98,000);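 also: yeast cells grown in 1536-well plates; yeast grown about 18 h at 30C before absorbance read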
# Active calls of the source: *; . = not tested or not shown. Rule as the data show it, unless noted: active = inhibition above about 30%; inactive = the rest. Outcome played no part in choosing rows. Share with any hit: about 11%.
SMILES,HUVEC inhibit,S1P2 antag,H69AR inhibit,S1P2 agonist,PostGolgi ctrl,Fibroblast inh,DAT uptake mod,Ecoli WT expand,PostGolgi yeast
CCCCN1C(=O)C(O)(CC(=O)c2ccco2)c2cc(Br)ccc21 (configuration not stated),65,.,21*,.,12,68,-0.55,7,1
CCOC(=O)c1ccccc1NC(=O)COC(=O)C1=COCCO1,91,-11,80,-6,20,98,-0.44,-3,8
N=c1n(Cc2ccc(Cl)cc2)c2ccccc2n1CC(O)c1ccco1 (configuration not stated),88,38,15*,-6,6,67,0.17,10,-20
Cc1cccc(N(C(=O)CNC(=O)c2ccco2)C(C(=O)NC2CCCC2)c2ccncc2)c1 (configuration not stated),95,-13,95,-7,.,99,0.09,.,.
CSc1ccccc1C(=O)NCCSC(C)(C)C,96,2,102,-8,-9,98,0.72,5,12
Cc1ccc(S(=O)(=O)N2CCN(S(=O)(=O)c3ccc(C)cc3)C2c2ccccc2)cc1,100,-10,90,-4,17,90,-0.015,-20,-1
COc1ccc(CCNC(=O)Cc2cc(OC)c(OC)cc2[N+](=O)[O-])cc1OC,.,-2,.,-7,3,.,0.62,-4,-4
CCCNC(=O)Nc1cc(OCC)c(N2CCOCC2)cc1OCC,101,.,93,.,5,105,-0.22,4,1
CC1(C)CC(=O)c2sc(N)nc2C1,108,4,90,-6,4,93,0.039,-2,10
Cc1ccc(OCC(O)Cn2c3ccccc3c3ccccc32)cc1 (configuration not stated),.,-9,.,-2,41*,.,1.7*,-7,-1
O=C(Nc1ccc(O)cc1C(=O)O)c1ccc2c(c1)C(=O)N(Cc1ccco1)C2=O,102,-18,93,-7,-4,96,0.14,-5,-20
COc1ccccc1C(=O)N1CCNC(=O)C1CC(=O)Nc1ccc(Cl)cc1 (configuration not stated),99,9,95,1,-14,100,-0.079,4,-5
O=C(Nc1cccc2ncccc12)c1ccc2c(c1)OCCO2,97,1,86,1,5,104,1.3,6,13
Cc1noc(C)c1COC(=O)c1ccc(S(=O)(=O)NCc2ccco2)cc1,102,-15,69,0,20,94,1.3,5,-7
Cc1noc(C)c1C(=O)N1CCOCC1,106,1,89,-4,8,91,0.041,3,1
COC(=O)c1ccccc1NC(=O)CN(C)S(=O)(=O)c1cc(C)ccc1OC,100,10,86,-1,14,112,0.15,-1,-5
CC(NC1CCCC1)C(=O)Nc1ccccc1-c1ccccc1 (configuration not stated),100,-10,90,-9,-3,92,-0.77,3,-5
Cc1c(N(C)C(=O)C2CCCN2S(=O)(=O)c2ccccc2)c(=O)n(-c2ccccc2)n1C (configuration not stated),92,-6,108,-2,-2,104,1.4,4,1
Cc1ccc(Nc2nc3ccccc3[nH]2)nc1,98,10,88,-4,.,86,0.75,.,.
CCc1nc(NCCN)c(C#N)c2c1CSC(C)(C)C2,103,1,90,-9,4,102,-1.1,-3,-7
CCCCn1c(SCC(=O)N(CC)C2CCS(=O)(=O)C2)nnc1C(CC)N(C)C (configuration not stated),99,.,91,.,9,108,0.052,7,-6
CC1(C)NC(=O)N(CCOCCSc2ccccc2)C1=O,94,2,102,1,10,97,0.62,-1,-2
Cc1sc(NC(=O)Cn2nc(C(F)(F)F)cc2C)c(C(=O)OC(C)C)c1C,.,-3,.,-5,-5,.,0.62,-7,12
COc1ccc(C2N=C(c3ccccc3)NC(c3ccccc3)=N2)cc1,88,-5,85,-2,.,84,0.42,.,.
Cc1cc(=O)[nH]c(SCC(N)=O)c1C#N,91,-11,83,-11,1,87,1.3,-5,-1

# 3 entries already listed, arranged by molecular weight, high to low.
SMILES,HUVEC inhibit,S1P2 antag,H69AR inhibit,S1P2 agonist,PostGolgi ctrl,Fibroblast inh,DAT uptake mod,Ecoli WT expand,PostGolgi yeast
COc1ccccc1C(=O)N1CCNC(=O)C1CC(=O)Nc1ccc(Cl)cc1 (configuration not stated),99,9,95,1,-14,100,-0.079,4,-5
CCCCN1C(=O)C(O)(CC(=O)c2ccco2)c2cc(Br)ccc21 (configuration not stated),65,.,21*,.,12,68,-0.55,7,1
Cc1ccc(OCC(O)Cn2c3ccccc3c3ccccc32)cc1 (configuration not stated),.,-9,.,-2,41*,.,1.7*,-7,-1

# (listing goes on)
SMILES,HUVEC inhibit,S1P2 antag,H69AR inhibit,S1P2 agonist,PostGolgi ctrl,Fibroblast inh,DAT uptake mod,Ecoli WT expand,PostGolgi yeast
CC(=O)N1c2ccccc2N(Cc2ccc(C)cc2C)C(=O)C1(C)C,50,.,23*,.,27,46*,-0.59,10,0
O=C(O)CSc1nnc(-c2cc3ccccc3o2)n1-c1ccccc1,95,33,.,-1,-9,93,0.99,7,-7
CCOc1ccc(-n2c(SCC)nc3c(c2=O)SCC3)cc1,102,.,95,.,19,94,0.39,-4,-4
CCOC(=O)Nc1ccc2c(c1)N(C(=O)CN(CC)CC)c1ccccc1C=C2,108,8,92,-8,1,93,1.1,1,8
COc1ccc(CCNC(=O)CS(=O)Cc2nc(-c3cccs3)oc2C)cc1OC (configuration not stated),105,5,83,-4,-9,103,0.08,10,1
Fc1ccc(NCc2ccccc2F)cc1Cl,.,11,.,-2,0,.,-0.43,16,4
O=C(Nc1ccc2oc(=O)ccc2c1)c1cc2ccccc2o1,100,-11,82,-9,.,97,0.16,.,.
CCC(Sc1nccn1C)C(=O)Nc1nnc(C)s1 (configuration not stated),102,-14,105,-7,1,100,-0.12,6,-19
Cc1ccc(C)c(/C(O)=C2\C(=O)C(=O)N(CCCN3CCOCC3)C2c2cccnc2)c1 (configuration not stated),95,10,96,-4,5,100,-0.76,0,2
COc1ccc(Oc2nccc(-c3ccc(F)cc3)c2C#N)cc1,.,-13,.,-3,11,.,-0.38,-20,-2
CCCCOc1ccc2c(C)cc(=O)oc2c1OCCCC,93,-7,86,-7,.,104,0.13,.,.
CCc1ccccc1NC(=O)N[C@@H](C)C(=O)O,111,-8,86,-11,11,97,-0.3,-1,6
CC1CCC2(CC1)NC(=O)N(CC(=O)Nc1nc(-c3ccc(F)cc3)cs1)C2=O (configuration not stated),.,-1,.,-3,-4,.,-1.3,-5,7
COc1ccc(CCN2CC(C(=O)O)CC2=O)cc1 (configuration not stated),98,-12,107,-5,-2,109,-0.43,-1,-7
O=[N+]([O-])c1ccc(N2CCOCC2)cc1NCc1ccccc1,.,-18,.,-8,7,.,-0.0085,-3,-1
CCc1ccc(S(=O)(=O)Nc2ccc(-c3nc4cccnc4s3)cc2)s1,96,-2,79,0,-4,99,-0.099,-12,-2
CC1(C)CC(=O)c2sc(NC(=O)CN3CCOCC3)nc2C1,97,-8,84,-4,-1,94,-0.57,-5,-2
CN1CCCN(C(=O)c2ccc(Cl)c(S(=O)(=O)N(C)c3ccccc3)c2)CC1,100,17,91,-2,-1,98,-0.29,1,-9
CN(C)CCCNC(=O)/C(=N\O)c1ccccc1,115,-9,99,-3,4,106,-0.18,-7,5
CCCc1cc(=O)n2[nH]c(-c3ccc(OC)cc3)nc2n1,90,-2,103,-3,10,102,0.27,-8,-3
O=C(c1ccco1)N1CCN(c2nc3ccsc3c(=O)s2)CC1,101,.,76,.,22,88,0.14,8,2
CCOc1c(CNCCN2CCOCC2)cccc1OC,80,-1,84,0,0,91,0.14,5,5
COc1cc(C(=O)N2CCN(C(=O)C3CC3)CC2)cc(OC)c1OC,92,12,93,-6,6,98,-0.47,-8,0
Cc1cccc(NC(=O)C2CCCN(S(=O)(=O)c3cccc4nsnc34)C2)c1 (configuration not stated),94,14,66,-6,5,97,0.15,-6,21
Cn1c(=O)[nH]c(=O)c2c1nc(NCc1ccco1)n2CCCc1ccccc1,89,-4,103,-4,6,94,0.36,-7,5

# Reformatted: three of the compounds above.
> CN(C)CCCNC(=O)/C(=N\O)c1ccccc1
- HUVEC inhibit: 115
- S1P2 antag: -9
- H69AR inhibit: 99
- S1P2 agonist: -3
- PostGolgi ctrl: 4
- Fibroblast inh: 106
- DAT uptake mod: -0.18
- Ecoli WT expand: -7
- PostGolgi yeast: 5

> CCc1ccc(S(=O)(=O)Nc2ccc(-c3nc4cccnc4s3)cc2)s1
- HUVEC inhibit: 96
- S1P2 antag: -2
- H69AR inhibit: 79
- S1P2 agonist: 0
- PostGolgi ctrl: -4
- Fibroblast inh: 99
- DAT uptake mod: -0.099
- Ecoli WT expand: -12
- PostGolgi yeast: -2

> Fc1ccc(NCc2ccccc2F)cc1Cl
- HUVEC inhibit: .
- S1P2 antag: 11
- H69AR inhibit: .
- S1P2 agonist: -2
- PostGolgi ctrl: 0
- Fibroblast inh: .
- DAT uptake mod: -0.43
- Ecoli WT expand: 16
- PostGolgi yeast: 4

# Ordered by the number under S1P2 agonist (descending): 3 of the compounds above
SMILES | S1P2 antag | S1P2 agonist | DAT uptake mod
CCCc1cc(=O)n2[nH]c(-c3ccc(OC)cc3)nc2n1 | -2 | -3 | 0.27
CCCCOc1ccc2c(C)cc(=O)oc2c1OCCCC | -7 | -7 | 0.13
CCOC(=O)Nc1ccc2c(c1)N(C(=O)CN(CC)CC)c1ccccc1C=C2 | 8 | -8 | 1.1

# Given with bars between the fields: 2 of the compounds above
SMILES | HUVEC inhibit | S1P2 antag | H69AR inhibit | S1P2 agonist | PostGolgi ctrl | Fibroblast inh | DAT uptake mod | Ecoli WT expand | PostGolgi yeast
O=[N+]([O-])c1ccc(N2CCOCC2)cc1NCc1ccccc1 | . | -18 | . | -8 | 7 | . | -0.0085 | -3 | -1
CCc1ccc(S(=O)(=O)Nc2ccc(-c3nc4cccnc4s3)cc2)s1 | 96 | -2 | 79 | 0 | -4 | 99 | -0.099 | -12 | -2

# (cont.)
SMILES,HUVEC inhibit,S1P2 antag,H69AR inhibit,S1P2 agonist,PostGolgi ctrl,Fibroblast inh,DAT uptake mod,Ecoli WT expand,PostGolgi yeast
CCCOC(=O)c1ccc(NC(=O)CCC(=O)OCC)cc1,86,-15,102,-4,4,97,0.35,2,8
COc1ccc(C2C(C(=O)OC(C)C)=C(C)N=c3s/c(=C\c4cccs4)c(=O)n32)cc1 (configuration not stated),94,15,77,-8,11,100,-0.13,-25,-2
O=C1[C@@H]2[C@H](C(=O)N1n1cnnc1)[C@H]1C=C[C@@H]2C1,96,1,98,-11,-7,100,-0.89,-8,4
Cc1cc(C)nc(NS(=O)(=O)c2ccc(NC(=S)NC(=O)C(C)(C)C)cc2)n1,95,-28,113,-6,-2,101,2.2,2,-2
CCOC(=O)C1CCN(Cc2ccc(F)cc2F)CC1,94,-1,100,0,5,111,1.5,-6,-2
CCN(CC)C(=O)CSc1nnc(-c2ccc(F)cc2)n1N,98,11,104,-7,8,109,-0.32,-7,-5
Cc1nc2ccccc2n1/N=C/c1cccnc1,73,-13,75,-6,7,104,1.4,0,-3
CC1(c2ccco2)NC(=O)NC1=O (configuration not stated),95,-4,95,-10,-2,93,0.075,-5,7
COc1ccc(-c2noc(CSc3nc(-c4ccccc4)cc(=O)[nH]3)n2)cc1,59,-18,99,-8,6,95,-0.14,-2,0
O=C(c1ccccc1)N1CCN(C(=O)c2ccccc2)C1c1ccccc1,106,6,100,-2,5,103,-0.00041,3,18
COc1ccc(N2C(=O)CN=C2Nc2cccc(C)c2C)cc1OC,96,.,97,.,8,104,0.06,8,10
Cc1cccc(C)c1-n1c(C)cc(/C=N/NC(=O)c2ccncc2)c1C,.,11,.,1,-4,.,0.85,4,4
Cc1ccc(C(=O)Oc2ccccc2C(=O)N2CCOCC2)cc1,99,-22,93,-3,.,103,-0.62,.,.
C/C(=C1/SC(N2CCCC2)=NC1=O)c1ccc(Br)cc1,68,-9,78,-11,33*,72,1.7,20,-1
COc1cc(C(C[N+](=O)[O-])c2c(C)[nH]c3ccccc23)cc(OC)c1OC (configuration not stated),.,-3,.,-4,5,.,0.018,1,18
N#CCSc1n[nH]c2nc3c(c(=O)n12)C1(CCCC1)Cc1ccccc1-3,103,.,104,.,21,98,-0.21,7,1
COc1ccc(-c2nc(C#N)c(NCCCN(C)C)o2)cc1OC,93,10,93,-6,0,95,2.6,1,10
